HIF activator – HIF pathway transcriptional activation; AID 1910; activation, % at 7.5 µM (by protocol); U2OS HRE-luciferase reporter, luminescence; normalized: DMSO 0%, desferrioxamine 100%; hit rate 0.32% among 300,000;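 active = mean activation of at least 10% of the iron chelator positive control signal, with at least half of replicates also reaching 10%; inconclusive = mean and replicate majority disagree about reaching 10%; inactive = mean and most replicates under 10%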
KLF5 inhibitor – suppresses KLF5 promoter-driven expression; inhibition, % at 5 µM; DLD-1 KLF5 promoter-luciferase reporter, luminescence; AID 1700; hit rate 0.23% among 290,000;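 active = inhibition above a per-plate limit of that plate's mean compound inhibition plus 3 SD, cut at about 60% in these data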;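 also: 0% = DMSO wells and 100% = LY294002 at 200 µM; higher means less KLF5 promoter-driven luciferase light; inactives centre near -14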
HSF1 activator – increases HSF-1 driven luciferase reporter signal. NIH3T3-HGL HSF-1 luciferase reporter, MG132, 8 h; 100% = twice DMSO control signal. activation, % at 9 µM. AID 504408. hit rate 1.7% among 300,000;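 active = mean replicate activation of at least 50% with a set share of replicates each reaching 50%; inconclusive = only one of those two conditions met; inactive = mean below 50% and too few replicates reaching it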;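 also: 0% = median of the neutral control wells and 100% = twice that signal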
aSyn 5UTR inh – MLPCN primary screen, SNCA 5' untranslated region; alpha-synuclein 5'UTR reporter, inhibitor activity; hit rate 0.82% among 300,000; inhibition, % (tested at 7.5 µM); in the data active = inhibition above about 60%; inconclusive = no clear call, values can overlap the other calls;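 also: H4 neuroglioblastoma cells stably carrying SNCA 5'UTR luciferase fusion; 0% = DMSO wells and 100% = positive control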
SKKanGAS inh – SKKanGAS growth inhibition | S. pyogenes SKKanGAS, kanamycin growth, BacTiter-Glo, 6 h | inhibition, % at 7.5 µM | hit rate 1.3% among 300,000;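 active = mean replicate score, as percent of positive control median, at least 50; inconclusive = mean below 50 but one replicate at or above 50; inactive = mean and every replicate below 50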;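 also: strain carries kanamycin resistance gene driven by streptokinase promoter and grows in 40 µg/ml kanamycin; loss of luminescence reflects streptokinase promoter inhibition or plain growth inhibition; 0% = median of DMSO wells and 100% = positive control at its reference dose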
IEC-6 cytotox – kills IEC-6 intestinal cells in KLF5 counter-screen | IEC-6 cytotoxicity, luminescence viability | inhibition, % at 5 µM | hit rate 0.78% among 290,000 | AID 1825; in the data active = inhibition above about 22%;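 also: 0% = plate median of test compound wells and 100% = cytotoxic reference compound wells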
HSF1 inhib – HSF1 inhibition | hit rate 0.77% among 300,000 | NIH3T3-HGL HSE-luciferase, MG132-induced, luminescence 8 h; stronger effect = lower value | activity change, negative = inhibition, % at 7.5 µM (by protocol);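 active = more than half of replicate wells show activity change below -50%, luminescence cut by over half; inconclusive = some wells, but at most half, below -50%; inactive = no replicate well below -50%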;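 also: luciferase reports HSF-1 transcriptional activity via heat shock element; 0% = median of DMSO wells and -100% = zero luminescence signal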
HSP90 refold inh – inhibitors of HSP90 luciferase refolding in rabbit reticulocyte lysate. AID 1789. inhibition, % at 5.6 µM. hit rate 0.91% among 290,000. luciferase refolding luminescence, 3 h;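 active = inhibition above the screen-wide mean plus 3 SD, computed separately per campaign, cut at about 16% in these data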;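 also: 0% = DMSO wells and 100% = 60 µM geldanamycin wells; inhibitors lower the luminescence because luciferase stays unfolded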
AI-2 QS modul – modulates the Vibrio harveyi AI-2 quorum sensing system. activity change, % at 7.5 µM. hit rate 0.4% among 300,000. Vibrio harveyi JMH597 AI-2 luminescence/OD600 ratio, 9 h; stronger effect = lower value; strain lacks LuxN and CqsS sensors; 0 = neutral-control median. AID 2094; in the data active = activity change below about -75%, passing the limit was not always enough; inconclusive = no clear call, values can overlap the other calls;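 also: luminescence divided by OD600 gain over 9 h not by final OD600 alone; inactives centre near 13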
Platelet DG rel – modulates dense granule release in human platelets | human platelet-rich plasma, SFLLRN dense granule ATP release, luminescence | inhibition, %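 (compounds screened at 7.5 µM in platelet-rich plasma)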 | hit rate 0.22% among 300,000 | AID 1663;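 active = mean replicate score, as percent of positive control, at or above 50; inconclusive = mean below 50 but at least one replicate at or above 50; inactive = mean and every replicate below 50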
Starred values were filed as active, the others as inactive.

Results for CCC(C)NC(=O)COc1ccccc1[N+](=O)[O-] (stereo not given) ?
HIF activator: 1.6; KLF5 inhibitor: 14; HSF1 activator: 5; aSyn 5UTR inh: 8; SKKanGAS inh: 0; IEC-6 cytotox: -4; HSF1 inhib: 0; HSP90 refold inh: 3; AI-2 QS modul: 5; Platelet DG rel: 5

Results for COc1ccc(C(=O)NCc2cccnc2)cc1 ?
HIF activator: -0.4; KLF5 inhibitor: -21; HSF1 activator: 3; aSyn 5UTR inh: -2; SKKanGAS inh: 0; IEC-6 cytotox: -2; HSF1 inhib: 6; HSP90 refold inh: -3; AI-2 QS modul: 7; Platelet DG rel: 11

How did Cc1cccc(-c2noc(CCCOc3ccc(Cl)cc3Cl)n2)c1 do in these assays?
HIF activator: -9.3; KLF5 inhibitor: -16; HSF1 activator: 1; aSyn 5UTR inh: 2; SKKanGAS inh: 13; IEC-6 cytotox: 4; HSF1 inhib: -8; HSP90 refold inh: 3; AI-2 QS modul: 1; Platelet DG rel: -25

What do the screens show for `CCN(CC)C(=O)c1c(-c2ccccc2)oc2ccc(OC)cc12`?
HIF activator: -0.2; KLF5 inhibitor: 17; HSF1 activator: 8; aSyn 5UTR inh: -2; SKKanGAS inh: 2; IEC-6 cytotox: 1; HSF1 inhib: 13; HSP90 refold inh: 5; AI-2 QS modul: 14; Platelet DG rel: 1

How did CCOCCCn1c(=N)c(S(=O)(=O)c2ccccc2)cc2c(=O)n3cc(C)ccc3nc21 do in these assays?
HIF activator: -0.3; KLF5 inhibitor: -8; HSF1 activator: 1; aSyn 5UTR inh: 1; SKKanGAS inh: 0; IEC-6 cytotox: -2; HSF1 inhib: -3; HSP90 refold inh: 7; AI-2 QS modul: -3; Platelet DG rel: 2

What do the screens show for `COc1ccc(C(CNC(=O)c2ccc(S(=O)(=O)N(C)C)cc2)N(C)C)cc1` (stereo not given)?
HIF activator: 0.6; KLF5 inhibitor: 10; HSF1 activator: 6; aSyn 5UTR inh: 0; SKKanGAS inh: 0; IEC-6 cytotox: 0; HSF1 inhib: -5; HSP90 refold inh: -1; AI-2 QS modul: 6; Platelet DG rel: 2

How did COc1cc(/C=C2/C(=N)N3OC(C)=CC3=NC2=O)ccc1OCCOc1ccc(C)cc1 do in these assays?
HIF activator: 0.8; KLF5 inhibitor: -53; HSF1 activator: 16; aSyn 5UTR inh: -75; SKKanGAS inh: 4; IEC-6 cytotox: -1; HSF1 inhib: 8; HSP90 refold inh: 2; AI-2 QS modul: 6; Platelet DG rel: 5

Results for CC(=O)Nc1ccc2c(COC(=O)[C@H](C)N3C(=O)C4CCCCC4C3=O)cc(=O)oc2c1 (stereo not given in full) ?
HIF activator: -0.1; KLF5 inhibitor: -51; HSF1 activator: -8; aSyn 5UTR inh: 1; SKKanGAS inh: -4; IEC-6 cytotox: 1; HSF1 inhib: -1; HSP90 refold inh: -2; AI-2 QS modul: 5; Platelet DG rel: 1

How did CCN(CC)CCn1c(NCc2cccc(OC)c2)nc2ccccc21 do in these assays?
HIF activator: 0.9; KLF5 inhibitor: 1; HSF1 activator: 7; aSyn 5UTR inh: -9; SKKanGAS inh: -9; IEC-6 cytotox: -3; HSF1 inhib: -1; HSP90 refold inh: 2; AI-2 QS modul: 5; Platelet DG rel: 0

Results for CCN(CC)S(=O)(=O)c1cc(C(=O)Nc2ccccc2[N+](=O)[O-])ccc1Cl ?
HIF activator: 1.1; KLF5 inhibitor: -18; HSF1 activator: inconclusive; aSyn 5UTR inh: -49; SKKanGAS inh: 2; IEC-6 cytotox: 0; HSF1 inhib: 36; HSP90 refold inh: -1; AI-2 QS modul: 25; Platelet DG rel: 15

How did CCC1(c2ccccc2)NC(=O)N(CC(=O)NC2(C#N)CCCCC2)C1=O (stereo not given) do in these assays?
HIF activator: 0.0; HSF1 activator: 11; aSyn 5UTR inh: 5; SKKanGAS inh: -8; HSF1 inhib: -5; AI-2 QS modul: 19; Platelet DG rel: -36

What do the screens show for `O=C(NCCOC(=O)c1c(F)cccc1Cl)c1c(F)cccc1Cl`?
HIF activator: -0.7; KLF5 inhibitor: 8; HSF1 activator: -6; aSyn 5UTR inh: 13; SKKanGAS inh: -1; IEC-6 cytotox: 1; HSF1 inhib: -8; HSP90 refold inh: -1; AI-2 QS modul: 29; Platelet DG rel: 7

How did Cc1oc(-c2ccccc2F)nc1CS(=O)(=O)CC(=O)N1CCN(Cc2ccccc2)CC1 do in these assays?
HIF activator: 0.0; KLF5 inhibitor: 8; HSF1 activator: 5; aSyn 5UTR inh: 3; SKKanGAS inh: 1; IEC-6 cytotox: -6; HSF1 inhib: 4; HSP90 refold inh: -5; AI-2 QS modul: 3; Platelet DG rel: 5

Results for O=C(CN1CCN(S(=O)(=O)c2ccccc2[N+](=O)[O-])CC1)Nc1ccc(N2CCOCC2)cc1 ?
HIF activator: 0.0; KLF5 inhibitor: -18; HSF1 activator: 27; aSyn 5UTR inh: 0; SKKanGAS inh: 1; IEC-6 cytotox: 1; HSF1 inhib: 2; HSP90 refold inh: 4; AI-2 QS modul: 13; Platelet DG rel: -9

What do the screens show for `CCOC(=O)N1CCN(c2nc(-c3ccccc3)c3ccccc3n2)CC1`?
HIF activator: -0.3; KLF5 inhibitor: -13; HSF1 activator: 20; aSyn 5UTR inh: 5; SKKanGAS inh: -1; IEC-6 cytotox: 0; HSF1 inhib: -3; HSP90 refold inh: 0; AI-2 QS modul: 11; Platelet DG rel: 7

What do the screens show for `Cc1ccc(-c2cnco2)cc1`?
HIF activator: 0.1; KLF5 inhibitor: 3; HSF1 activator: -7; aSyn 5UTR inh: -1; SKKanGAS inh: 4; IEC-6 cytotox: 0; HSF1 inhib: -5; HSP90 refold inh: 6; AI-2 QS modul: -14; Platelet DG rel: -2

Results for CNC(=O)c1c[nH]n2c(=O)c(Cc3ccccc3F)c(C)nc12 ?
HIF activator: -0.2; KLF5 inhibitor: -60; HSF1 activator: 10; aSyn 5UTR inh: 16; SKKanGAS inh: -5; IEC-6 cytotox: 4; HSF1 inhib: 4; HSP90 refold inh: 2; AI-2 QS modul: 11; Platelet DG rel: 8

How did CN=C1S/C(=C\c2ccc(N3CCOCC3)c(F)c2)C(=O)N1C do in these assays?
HIF activator: 2.6; KLF5 inhibitor: -52; HSF1 activator: 16; aSyn 5UTR inh: -76; SKKanGAS inh: 61*; IEC-6 cytotox: -2; HSF1 inhib: -6; HSP90 refold inh: 0; AI-2 QS modul: 5; Platelet DG rel: 4

What do the screens show for `CC(=O)c1ccccc1Oc1nc(CN2CCOCC2)nc2scc(-c3cccs3)c12`?
HIF activator: -0.1; KLF5 inhibitor: 4; HSF1 activator: 1; aSyn 5UTR inh: -2; SKKanGAS inh: 1; IEC-6 cytotox: 3; HSF1 inhib: 3; HSP90 refold inh: -2; AI-2 QS modul: 4; Platelet DG rel: 3

How did c1ccc(-n2cc(CNCCc3cscn3)c(-c3ccc4c(c3)OCO4)n2)cc1 do in these assays?
HIF activator: 2.2; KLF5 inhibitor: -9; HSF1 activator: -3; aSyn 5UTR inh: 5; SKKanGAS inh: 8; IEC-6 cytotox: -3; HSF1 inhib: -4; HSP90 refold inh: -1; AI-2 QS modul: 11; Platelet DG rel: 1

What do the screens show for `Cc1cc(C)n(-c2ccc(N3CCOCC3)nn2)n1`?
HIF activator: 0.2; KLF5 inhibitor: -27; HSF1 activator: 10; aSyn 5UTR inh: -39; SKKanGAS inh: 4; IEC-6 cytotox: 0; HSF1 inhib: -1; HSP90 refold inh: 1; AI-2 QS modul: 3; Platelet DG rel: 2

Results for O=C(CSc1nnc2c(n1)[nH]c1ccccc12)Nc1ccc(S(=O)(=O)Nc2ncccn2)cc1 ?
HIF activator: -0.5; KLF5 inhibitor: 0; HSF1 activator: 13; aSyn 5UTR inh: -3; SKKanGAS inh: 5; IEC-6 cytotox: 3; HSF1 inhib: -5; HSP90 refold inh: 4; AI-2 QS modul: 12; Platelet DG rel: -1

How did O=C(c1ccc2c3c(cccc13)CC2)C1CCCN(C(=O)c2ccc[n+]([O-])c2)C1 (stereo not given) do in these assays?
HIF activator: 0.2; KLF5 inhibitor: -8; HSF1 activator: -10; aSyn 5UTR inh: 9; SKKanGAS inh: -6; IEC-6 cytotox: 4; HSF1 inhib: -1; HSP90 refold inh: 2; AI-2 QS modul: 7; Platelet DG rel: 14

What do the screens show for `COc1ccc2c(c1)cc1n2CCN2CCCN=C12`?
HIF activator: -0.3; KLF5 inhibitor: -13; HSF1 activator: -2; aSyn 5UTR inh: -3; SKKanGAS inh: -4; IEC-6 cytotox: 2; HSF1 inhib: -10; HSP90 refold inh: 4; AI-2 QS modul: 24; Platelet DG rel: 4

Results for CN(Cc1cnn(C)c1)C(=O)C1CCC(=O)N(C2CCCCCC2)C1 (stereo not given) ?
HIF activator: 0.4; KLF5 inhibitor: -5; HSF1 activator: -16; aSyn 5UTR inh: -8; SKKanGAS inh: 5; IEC-6 cytotox: -3; HSF1 inhib: -1; HSP90 refold inh: 6; AI-2 QS modul: 26; Platelet DG rel: -2

Results for CC(C)(C)c1cc(CCC(=O)NNC(=S)NC(=O)c2ccccc2)cc(C(C)(C)C)c1O ?
HIF activator: 0.4; KLF5 inhibitor: -16; HSF1 activator: 20; aSyn 5UTR inh: 66*; SKKanGAS inh: 97*; IEC-6 cytotox: 2; HSF1 inhib: 14; HSP90 refold inh: -2; AI-2 QS modul: 64; Platelet DG rel: 18

What do the screens show for `CCCCOc1cccc(C(=O)NC(=S)Nc2ccc(Cl)c(C(=O)O)c2)c1`?
HIF activator: 1.3; KLF5 inhibitor: -5; HSF1 activator: 25; aSyn 5UTR inh: 6; SKKanGAS inh: 27; IEC-6 cytotox: 1; HSF1 inhib: 1; HSP90 refold inh: -1; AI-2 QS modul: 5; Platelet DG rel: 4

Results for Clc1ccc(CN(Cc2ccc(Cl)cc2)c2nn[nH]n2)cc1 ?
HIF activator: 0.1; KLF5 inhibitor: -14; HSF1 activator: 1; aSyn 5UTR inh: -3; SKKanGAS inh: 21; IEC-6 cytotox: 4; HSF1 inhib: 8; HSP90 refold inh: -6; AI-2 QS modul: 34; Platelet DG rel: 1

What do the screens show for `COc1ccccc1NC(=O)CN1CCN(CC(=O)Nc2cc(C)ccc2OC)CC1`?
HIF activator: 1.2; KLF5 inhibitor: -30; HSF1 activator: -13; aSyn 5UTR inh: 12; SKKanGAS inh: 1; IEC-6 cytotox: 1; HSF1 inhib: -2; HSP90 refold inh: 1; AI-2 QS modul: 14; Platelet DG rel: 7
